Screens deposited in PubChem BioAssay by Sanford-Burnham Center for Chemical Genomics.
Hsp70 inhibitors: Hsp70 inhibitors, probe displacement, primary screen, biochemical, fluorescence polarization (AID 583); Heat shock 70 kDa protein 1A (Homo sapiens); 140,000 compounds, 0.06% hits; Hsp70 fluorescence polarization probe displacement, mP; higher % means a stronger effect; displacement, % at 20 µM; hits with a dose series show IC50 in µM; in the data active = displacement above about 50%;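 also: plate controls were vehicle for no effect and reference ligand for full effect; a part of the inactive calls stands beside numbers as strong as those of hits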
MKP-3 inhibition: MKP-3 phosphatase inhibitors, primary screen, biochemical, rat enzyme, in vitro (AID 425). inhibition, % at 20 µM; hits with a dose series show IC50 in µM. recombinant MKP-3 phosphatase activity, fluorescence; higher % means a stronger effect. 110,000 compounds, 0.17% hits; in the data active = inhibition above about 50%;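 also: plate controls were vehicle for no effect and reference inhibitor for full effect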
* marks the source's active call; other numbers are inactive results; nt = not tested or not shown; & = joins results of further samples. An excerpt; rates above refer to the full screens.

Hsp70 inhibitors | MKP-3 inhibition | compound
0.7% | -3% | CC(=O)N(Cc1cc2cc(C)c(C)cc2n2nnnc12)CC1COCCO1 (centres undefined)
-1.7% | nt | FC(F)(F)c1cccc(N2CCN(CC3CC4C=CC3C4)CC2)c1 (centres undefined)
2.8% | 25% | C=CCN1C(=O)/C(=C\c2ccc(-c3ccc([N+](=O)[O-])cc3)o2)C(=O)NC1=S
7.3% | 10% | COc1cc(Br)c(-c2cc3c(ccc4ccccc43)oc2=O)cc1OC
3.3% | 6% | Cc1c(NC(=O)c2cc(C(C)C)on2)c(=O)n(-c2ccccc2)n1C
-2.4% | -2% | COC(=O)C1=C(C)NC2=C(C(=O)CCC2)C1c1ccc2c(c1)OCO2 (centres undefined)
-5.3% | 2% | Oc1ccccc1CNn1cnnc1
7.5% | -2% | O=C(CN(CC(=O)N1CCOCC1)S(=O)(=O)c1ccc(Br)s1)N1CCOCC1
-4.5% | 5% | CC(C)(C)c1ccc(OCC(=O)NC(=S)Nc2ccc(NC(=O)c3ccco3)cc2)cc1
2.8% | 4% | CCOc1ccc(NC(=O)/C(=C\c2ccco2)NC(=O)c2ccc(C)cc2)cc1
-4.6% | nt | c1ccc(Cn2nnnc2C(c2ccccn2)N2CCN(c3ccccc3)CC2)cc1 (centres undefined)
2.2% | -2% | C/C(Nc1ccc(F)cc1)=C(/C#N)C(N)=O
0.1% | -3% | CCS(=O)(=O)c1nc(NC(C)=O)n[nH]1
-0.1% | 8% | COc1ccc(-n2nc3ccc(NC(=O)Cc4ccccc4)cc3n2)cc1
0.0% | -3% | O=C(O)CCc1ccc(-c2ccccc2)n1NC(=O)c1ccco1
-4.5% | 8% | COc1cccc(-c2nnc3sc(-c4ccc(Cl)cc4)nn23)c1
0.9% | -9% | O=C(Oc1ccc(-c2cnc3ccccc3n2)cc1)c1ccco1
13% | -4% | CC(C)C(OC(=O)c1ccco1)C(=O)NC1CCCCC1 (centres undefined)
-6.6% | -1% | Cc1ccc(-c2ccc(/C=C3\Sc4ccccc4C3=O)o2)c([N+](=O)[O-])c1
3.9% | 2% | COc1cc(/C=C2/C(=O)NC(=O)N(c3ccc(C(C)C)cc3)C2=O)cc([N+](=O)[O-])c1O
-0.3% | -18% | COc1ccccc1NC(=O)CSc1nccc(=O)[nH]1
0.2% | nt | CC[n+]1c(P(=O)([O-])c2ccccc2)[nH]c2ccccc21
4.9% | nt | CC1CCN(C(=O)CCc2ccc(S(=O)(=O)NC(C)C)cc2)CC1
-6.7% | 4% | O=C(Nc1ccc(C(=O)O)cc1)/C(=C/c1cccc([N+](=O)[O-])c1)NC(=O)c1ccccc1
-1.9% | nt | CN(C)c1ccc(N2C(=O)CC(Nc3ccc(N4CCOCC4)cc3)C2=O)cc1 (centres undefined)
-78% | 18% | C=C(C)CN1CCN(c2c(CCC#N)c(C)c(C#N)c3nc4ccccc4n23)CC1
-0.7% | 3% | O=c1ccnc2c1c(-c1ccccc1)nc1[nH]onc12
3.2% | 2% | COc1ccc(Cc2ccc(OC)cc2)cc1
-0.5% | -8% | Cc1cc(C(=O)OCC(=O)c2ccc3c(c2)OCCO3)c(C)o1
-0.8% | 1% | O=C(Nc1cc(Cl)cc(Cl)c1)c1ccc(Br)o1
1.1% | -3% | O=CN1CCN(C(=O)c2ccc(I)cc2)CC1
-4.0% | 2% | O=C(Nc1ccccc1-c1ccccc1)c1ccc(I)cc1
1.5% | -1% | CCOC(=O)c1c(NC(=O)/C=C/c2ccccc2)sc(C(C)=O)c1C
5.4% | -6% | COc1ccc(C(=O)CSc2nc3nc(C)cc(C)c3c(=O)[nH]2)cc1OC
-7.1% | nt | CCOC(=O)c1sc(NC(=O)c2cc3c(s2)CCC(C)C3)nc1C (centres undefined)
8.6% | 1% | COc1ccc(-n2c(Cn3c(=O)sc4ccccc43)nnc2SCC(=O)N2CCCCC2)cc1
4.8% | -14% | c1cn(-c2ncnc3sc4c(c23)CCCC4)cn1
2.9% | nt | O=C(O)c1ccc(-n2c(-c3ccc(Br)cc3)n[nH]c2=S)cc1
-7.7% | 1% | O=C(/C=C\Nc1ccc2c(c1)OCO2)c1ccc2c(c1)OCO2
-0.8% | 2% | CCOC(=O)c1c(N)sc(C)c1-c1ccc(F)cc1
-5.7% | 6% | CCc1c(C)sc(NC(=O)c2ccc(Cl)cc2Cl)c1C#N
-5.7% | -2% | CCOc1cccc(C=Nc2cc(C)cc(C)c2O)c1O
-3.1% | 1% | CCOCCCn1c(=NC(=O)c2cccnc2)c(C(=O)OCC)cc2c(=O)n3ccccc3nc21
-3.0% | 1% | COc1cc(Br)cc(-c2nc3c(c(=O)[nH]c(=O)n3Cc3ccccc3)n2C)c1O
1.5% | 4% | CCCOc1ccc(-c2cc(C(=O)NCCCN3CCOCC3)c3ccccc3n2)cc1
-4.5% | 6% | N#Cc1c(NC(=O)CSc2nc3ccccc3c(=O)n2Cc2ccco2)sc2c1CCCC2
3.8% | 2% | CCOc1cc(/C=C2\C(=O)NC(=O)N(c3ccc(C)cc3)C2=O)ccc1O
2.2% | -4% | CCOC(=O)NCc1ccc(N(C)C)cc1
-1.0% | -9% | CCOCCCNC(=O)Cn1nc(-c2ccccc2)ccc1=O
2.6% | 21% | O=C(Nc1ccc(-c2nc3ncccc3o2)cc1)c1ccc(-c2ccc(Br)cc2)o1

(listing goes on)
Hsp70 inhibitors | MKP-3 inhibition | compound
0.3% | nt | Cc1ccc(C2C(=O)N(C3CCC(C)CC3)CC(=O)N2C2CCCC2)cc1 (centres undefined)
-3.1% | 11% | O=C(NCc1ccco1)c1cc(-c2ccccc2)on1
5.6% | 6% | Cc1ccc2[nH]c(=O)c(C(c3nnnn3CC3CCCO3)N3CCc4ccccc4C3)cc2c1 (centres undefined)
3.4% | 5% | Cc1ccc(C(c2sc3nc(C)nn3c2O)N2CCOCC2)cc1 (centres undefined)
18% | 3% | O=C(Nc1sc2c(c1C(=O)O)CCCCC2)c1ccccc1F
-1.2% | nt | CCOC(=O)c1ccc(NC(=O)C2CCN(C(=O)c3ccc(OC)c(OC)c3)CC2)cc1
-0.6%&3.0% | 1% | Cc1nn(CC(=O)O)c(=O)c2ccccc12
1.6% | 1% | O=C(NCc1cccnc1)c1ccc(C#Cc2ccccc2)cc1
0.2% | 5% | Cc1cc(NC(=O)c2cc(-c3ccc4c(c3)OCO4)on2)n(-c2ccccc2)n1
4.1% | 2% | CC(=O)N1CCc2cc(C(=O)CN3CCCN(Cc4ccc(F)cc4)C3)ccc21
-1.1% | 4% | CC(=O)Oc1cccc2c1C(=O)c1ccccc1C2=O
-1.0% | -10% | COc1ccc(C2SCC(C(=O)O)N2C(C)=O)cc1OC (centres undefined)
9.1% | nt | CC(=O)Oc1ccc(C(=O)Nc2ccc3c(c2)C(=O)N(CCC(=O)O)C3=O)cc1
7.1% | nt | O=C(c1ccc(Cl)c(S(=O)(=O)N2CCOCC2)c1)N1CCN(Cc2ccccc2)CC1
-3.2% | 10% | COc1ccc(C2C(C(C)=O)=C(O)C(=O)N2CCc2ccccc2)c(OC)c1 (centres undefined)
1.5% | -2% | O=C1CC(N2CCN(c3ccc(Cl)cc3)CC2)C(=O)N1c1ccc(F)cc1 (centres undefined)
-1.8% | -3% | O=C1OC(c2ccc(O)cc2)(c2ccc(O)cc2)c2ccccc21
3.8% | 0% | Cc1ccc(C(=O)NCc2ccc(S(N)(=O)=O)cc2)cc1C
7.2% | -6% | O=C(Cn1ncc2ccccc21)N1CCN(c2cccc(C(F)(F)F)c2)CC1
0.9% | nt | CC(C)NC(=O)CSc1nnc(COc2ccccc2Cl)o1
0.1% | 2% | CCCOc1ccc(N2C(=O)CC(N3CCC(C(N)=O)(N4CCCCC4)CC3)C2=O)cc1 (centres undefined)
1.0% | 4% | O=C(Cn1nc(Cc2ccncc2)c2ccccc2c1=O)N1CCc2ccccc2C1
-4.5% | 0% | CC(C)(C)c1cc(/C=N/Nc2nnc3c(n2)[nH]c2ccccc23)cc(C(C)(C)C)c1O
-2.0% | -4% | COC(=O)[C@H]1C2CCC(C(=O)OC)(CC2)[C@H]1C(=O)OC
-5.0% | 0% | COc1ccc(C)cc1NC(=O)CN1C(=O)c2ccccc2S1(=O)=O

By substructure: the compounds so far containing fluorine (seven)
Hsp70 inhibitors | MKP-3 inhibition | compound
-1.7% | nt | FC(F)(F)c1cccc(N2CCN(CC3CC4C=CC3C4)CC2)c1 (centres undefined)
2.2% | -2% | C/C(Nc1ccc(F)cc1)=C(/C#N)C(N)=O
-0.8% | 2% | CCOC(=O)c1c(N)sc(C)c1-c1ccc(F)cc1
18% | 3% | O=C(Nc1sc2c(c1C(=O)O)CCCCC2)c1ccccc1F
4.1% | 2% | CC(=O)N1CCc2cc(C(=O)CN3CCCN(Cc4ccc(F)cc4)C3)ccc21
1.5% | -2% | O=C1CC(N2CCN(c3ccc(Cl)cc3)CC2)C(=O)N1c1ccc(F)cc1 (centres undefined)
7.2% | -6% | O=C(Cn1ncc2ccccc21)N1CCN(c2cccc(C(F)(F)F)c2)CC1

(more compounds)
Hsp70 inhibitors | MKP-3 inhibition | compound
-0.5% | 2% | O=C(Nc1ccccc1)NC1CS(=O)(=O)CC1O (centres undefined)
-3.4% | -3% | CC1(C)CNC(=O)c2sc(NC(=O)CN3CCOCC3)nc2C1
2.6% | -14% | Brc1ccc(-c2csc(/N=C/N3CCOCC3)n2)cc1
-3.4% | -3% | Cc1cc(-n2c(C)cc(C(=O)CN3C(=O)NC4(CCCCC4)C3=O)c2C)no1
-2.0% | nt | C=CCNC(=S)NNC(=O)C(CCC(C)C)CC(C)(C)O (centres undefined)
-0.6% | -4% | Cc1cccc(C)c1OCC(=O)Nc1cccc(-c2nnc(-c3ccccc3)o2)c1
-0.4% | nt | O=C(Cn1c(SCC(=O)N2CCc3ccccc3C2)nc2ccccc21)NC1CCCC1
11% | -4% | O=C(c1oc2ccccc2c1CSCc1ccccc1)N1CCN(c2ncccn2)CC1
7.2%&-1.0% | 2%&5% | O=C1CSC(=Nc2ccc(Br)cc2)N1
-2.2% | 8% | Cc1ccc(-c2noc(CCC(=O)NCCCN3CCN(c4ccc(F)cc4)CC3)n2)cc1
2.5% | nt | Cc1cccc(C)c1NC(=O)C1(N(Cc2ccco2)C(=O)CC2NC(=O)NC2=O)CCCC1 (centres undefined)
-3.3% | -2% | COc1ccccc1N=Cc1c(O)n(-c2ccccc2Cl)c(=O)[nH]c1=O
0.6% | 1% | COc1cc(OC)cc(C(=O)N2CCN(Cc3cccc([N+](=O)[O-])c3)CC2)c1
-3.6% | nt | CN(C)c1ccc(C(=O)c2ccc(N(C)C)c3ccccc23)cc1
0.5% | 0% | Cc1ccc(S(=O)(=O)Oc2ccc(/C=C3\SC(N)=NC3=O)cc2)cc1
-3.0% | 0% | CCOc1ccccc1/C=C1/C(=O)NC(=O)N(c2ccc(C)cc2)C1=O
-0.4% | nt | Cc1nonc1OCC(C)(COc1nonc1C)NC(=O)c1ccccc1
3.7% | 1% | CCn1nc(C(C)C(=O)O)c2ccccc2c1=O (centres undefined)
-5.3% | 2% | CC(=Nc1ccncc1)C1=C(O)CC(C)(C)CC1=O
-1.5% | -6% | CCc1ccc(S(=O)(=O)NCc2cn3c(C)csc3n2)s1
-0.7% | 0% | O=C(NCc1ccco1)C(c1ccco1)N(C(=O)Cn1nnc2ccccc21)c1ccc2c(c1)CCC2 (centres undefined)
0.6% | 2% | Cc1ccc(N(CC(=O)O)S(=O)(=O)c2ccccc2)c(C)c1
0.0% | -6% | CC(NC(=O)C1CCC1)c1ccccc1 (centres undefined)
2.0% | -11% | COCCN(C(=O)CN1CCc2ccccc2C1)c1c(N)n(Cc2ccccc2)c(=O)[nH]c1=O
0.9% | 2% | N#C/C(=C/Nc1ccc(F)cc1)c1nc(-c2ccccc2)cs1

Look-ups from above:
`Cc1cccc(C)c1NC(=O)C1(N(Cc2ccco2)C(=O)CC2NC(=O)NC2=O)CCCC1` (centres undefined) – Hsp70 inhibitors = 2.5%
`Cc1ccc(S(=O)(=O)Oc2ccc(/C=C3\SC(N)=NC3=O)cc2)cc1` – MKP-3 inhibition = 0%

Other compounds
Hsp70 inhibitors | MKP-3 inhibition | compound
0.0% | 5% | COc1cc(/C=C2\C(=O)NC(=S)N(c3ccc(F)cc3)C2=O)ccc1O
-3.6% | -6% | Cn1c(=O)c(=O)n(C)c2cc(S(=O)(=O)N3CCC(Cc4ccccc4)CC3)ccc21
0.3% | -1% | Cc1cc(C)c(NS(=O)(=O)c2cccc3c2C(=O)c2ccccc2C3=O)c(C)c1
-1.3% | 3% | CCc1cc(=O)oc2cc(OCc3ccccc3Cl)ccc12
3.5% | 1% | COc1ccc2nc3oc(C(=O)NCc4cccs4)cc3cc2c1
-2.5% | 1% | COc1cccc(NC(=O)C2COc3ccccc3O2)c1 (centres undefined)
0.5% | 2% | C=C(Br)Cn1c(COc2ccccc2)nc2ccccc21
-1.8% | -1% | O=[N+]([O-])c1ccc(CN2CCN(Cc3cc(Br)ccc3O)CC2)cc1
-2.5% | 1% | CCCC(=O)NCCCCNC(=O)CCC
-8.0% | nt | O=C(O)C1CC=CCC1C(=O)NCCc1cccc(Cl)c1 (centres undefined)

Full records, looked up by structure. Values in the order: Hsp70 inhibitors, MKP-3 inhibition
Record of Cn1c(=O)c(=O)n(C)c2cc(S(=O)(=O)N3CCC(Cc4ccccc4)CC3)ccc21 → -3.6%, -6%
Record of C=C(Br)Cn1c(COc2ccccc2)nc2ccccc21 → 0.5%, 2%
Record of CCc1cc(=O)oc2cc(OCc3ccccc3Cl)ccc12 → -1.3%, 3%
Record of Cc1cc(C)c(NS(=O)(=O)c2cccc3c2C(=O)c2ccccc2C3=O)c(C)c1 → 0.3%, -1%
Record of O=[N+]([O-])c1ccc(CN2CCN(Cc3cc(Br)ccc3O)CC2)cc1 → -1.8%, -1%
